# FBW7 act: activators of human E3 ligase FBW7 | Q969H0 | AID 1259310 | AlphaScreen FBW7–phospho-cyclin E peptide binding, activator screen | actives 0.13% (n = 650,000) | normalized activity (activation), % at 26.1 µM; in the data active means normalized activity above about 1.9%;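 further: purified mutant Fbw7 with reduced substrate affinity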
# GPR151 activ: human GPR151 activation | Q8TDV0 | PathHunter beta-arrestin GPR151 cells, luminescence | activation, % at 11.2 µM | actives 1% (n = 650,000); in the data active means activation above about 4.9%;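 further: 0% = median of compound wells and 100% = cells with positive control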
# Target sequence (Q8TDV0 whole entry, looked up): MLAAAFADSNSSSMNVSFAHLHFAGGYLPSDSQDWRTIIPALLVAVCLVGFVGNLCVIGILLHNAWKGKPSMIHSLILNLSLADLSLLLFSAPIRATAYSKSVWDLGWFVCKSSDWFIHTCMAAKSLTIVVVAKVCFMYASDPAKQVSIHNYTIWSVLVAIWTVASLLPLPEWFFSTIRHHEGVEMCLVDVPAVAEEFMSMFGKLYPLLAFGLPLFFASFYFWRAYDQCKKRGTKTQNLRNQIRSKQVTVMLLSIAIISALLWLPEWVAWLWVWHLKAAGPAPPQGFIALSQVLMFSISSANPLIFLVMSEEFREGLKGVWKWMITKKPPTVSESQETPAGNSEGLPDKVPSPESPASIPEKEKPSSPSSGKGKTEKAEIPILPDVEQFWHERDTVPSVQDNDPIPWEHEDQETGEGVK
# TEAD-YAP block: TEAD-YAP interaction inhibition; HEK-TIYL cells, TEAD-Gal4/YAP UAS-luciferase luminescence; inhibition, % at 9.12 µM; actives 1.4% (n = 640,000); AID 1259422; in the data active means inhibition above about 32%;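 further: 0% = median of test compound wells and 100% = reference inhibitor wells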
# MITF primary: inhibitors of human MITF; inhibition, % at 2.6 µM; AID 1259374; O75030; AlphaScreen MITF homodimerization, bead proximity signal; actives 0.91% (n = 650,000); in the data active means inhibition above about 50%;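 further: 0% = vehicle wells with protein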
# Target sequence (O75030 whole entry, looked up): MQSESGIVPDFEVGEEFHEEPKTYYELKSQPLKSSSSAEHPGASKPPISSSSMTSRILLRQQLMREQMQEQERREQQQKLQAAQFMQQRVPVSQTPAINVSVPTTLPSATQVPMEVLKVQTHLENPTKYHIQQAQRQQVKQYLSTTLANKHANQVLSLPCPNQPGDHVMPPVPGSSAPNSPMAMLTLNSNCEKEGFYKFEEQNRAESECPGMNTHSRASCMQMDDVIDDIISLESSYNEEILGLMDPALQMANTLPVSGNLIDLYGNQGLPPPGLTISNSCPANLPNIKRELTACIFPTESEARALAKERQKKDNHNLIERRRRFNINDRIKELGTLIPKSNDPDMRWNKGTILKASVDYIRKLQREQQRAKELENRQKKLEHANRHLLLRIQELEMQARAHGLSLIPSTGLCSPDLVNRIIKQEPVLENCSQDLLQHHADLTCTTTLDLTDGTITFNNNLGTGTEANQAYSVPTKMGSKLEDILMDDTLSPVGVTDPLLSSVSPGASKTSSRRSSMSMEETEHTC
# An asterisk follows results filed as active.
SMILES,FBW7 act,GPR151 activ,TEAD-YAP block,MITF primary
Cc1cn2c3c(=O)n(C)c(=O)n(C)c3nc2n1CC1CCCO1 (configuration not stated),0.0,1.7,3.2,7.1
Nc1c(-c2ccccc2)nc2ccccn12,-0.1,-1.6,-34.1,-0.5
CCC1(C)Cc2ccccc2C(=S)N1 (configuration not stated),-0.8,-0.1,10.4,2.5
COc1ccc(C(=O)Nc2nc3ccc(Cl)cc3s2)cc1OC,0.2,2.3,-13.1,-8.6
Cc1oc2ccc(NS(=O)(=O)c3ccc4c5c(cccc35)C(=O)N4)cc2c1C(=O)OCc1ccccc1,0.0,-0.4,-11.4,-1.8
O=C(NCc1cccnc1)c1cnc(-c2ccccc2)s1,0.0,-0.9,-1.5,-0.8
Cc1cc(=O)nc2c3ccccc3n(CC(=O)NCCN3CCCCC3C)n12 (configuration not stated),0.4,0.2,-1.3,6.5
CCn1c(SCC(=O)Nc2nnc(C)s2)nc2c(c1=O)SCC2,0.2,0.0,-5.2,1.5
COc1ccc(C2CC(c3ccccc3)=NN2C(=O)c2ccc(Cl)cc2)cc1 (configuration not stated),-0.1,0.8,-45.8,2.9
CCOc1ccc(C2c3cccn3CCN2C(=S)Nc2ccc(F)cc2)cc1 (configuration not stated),0.1,1.1,-14.3,0.4
Cc1ccc(S(=O)(=O)Nc2ccc3[nH]c(=O)[nH]c3c2)c(C)c1,0.2,1.6,6.6,20.7
COc1ccccc1CC(=O)NCCn1nc(-c2cccs2)ccc1=O,0.1,0.3,-5.8,-17.4
O=C(C(=O)N1CCOCC1)c1cn(CC(=O)N2CCCc3ccccc32)c2ccccc12,0.7,-0.5,11.7,6.5
C=CCN1CC(c2nc3ccccc3n2CCC)CC1=O (configuration not stated),-0.1,0.6,2.9,8.5
Cc1cc2ccccc2n1CCNC(=O)C1CC1,0.2,-0.5,-0.3,18.1
O=C(CSc1nnc(NC(=O)C23CC4CC(CC(C4)C2)C3)s1)NCc1ccccc1,-0.1,2.1,5.9,14.2
S=c1[nH]c2c(s1)C1c3ccccc3OCC1CS2 (configuration not stated),-0.1,-0.8,8.0,-1.1
COc1ccc(-c2noc(CN(C)Cc3cnn(-c4cccc(OC)c4)c3)n2)cc1,0.5,-2.4,3.4,-0.5
Cc1cc(C)c(C#N)c(Nc2ccc(Oc3ccccc3)cc2)n1,0.1,1.7,-8.2,4.1
O=C(CSc1nnc2c(n1)[nH]c1ccc(F)cc12)Nc1ccc(F)cc1,0.0,-0.3,-2.1,4.3
O=S(=O)(NCc1ccccc1Cl)c1cnc[nH]1,-0.1,1.4,5.0,10.1
O=C(O)C(Cc1ccccc1)n1cccc1 (configuration not stated),-0.1,-1.9,-0.2,6.4
COC(=O)C1(C(F)(F)F)N=C2C=CC(Cl)=CN2C(c2ccco2)=N1 (configuration not stated),0.1,3.1,1.6,-0.3
Cc1ccccc1C(=O)Nc1sc(C)c(C)c1C(=O)O,0.2,0.4,-6.7,-1.7
O=C(NC1CCCCC1)C1CCN(S(=O)(=O)c2cccc3nsnc23)CC1,0.0,-1.4,2.9,19.5
Nc1cccc2c1C(=O)N(CC(=O)N1CCN(Cc3ccccc3)CC1)C2=O,0.0,-1.1,1.5,-16.2
CC1CCc2c(sc3ncnc(NCC(=O)O)c23)C1 (configuration not stated),-0.1,-0.2,0.7,-5.2
CS(=O)(=O)N1CCN(Cc2ccc3c(c2)OCO3)CC1C(=O)N1CCOCC1 (configuration not stated),-0.1,1.2,4.2,-1.2
O=C(c1cc(-c2cccs2)on1)N1CCOCC1,0.0,-1.0,-60.0,4.4
O=C(/C=C/c1ccc(Cl)cc1)Nc1ccc(I)cc1,0.0,-0.3,-7.5,-1.4
CC(C)(C)c1ccc(C(=O)NC(=S)Nn2cnnc2)cc1,0.0,1.9,-2.2,9.0
Cc1cc(C(F)(F)F)c2c(=O)[nH]c(=O)n(Cc3ccccc3)c2n1,0.0,0.0,-1.7,6.5
C/C(=N\Nc1nnc(Cc2ccccc2)c(=O)[nH]1)c1ccc(O)cc1O,-0.3,-0.6,-5.0,36.1
COC(=O)C1=CN(Cc2ccccc2)C=C(C(=O)OC)C1c1ccc(Cl)cc1,0.1,0.7,11.1,9.4
COc1ccc(NC(=O)CN2CCC(C(=O)NCc3ccco3)CC2)c(OC)c1,-0.2,2.3,0.0,-12.0
CCOC(=O)c1c(C)nc2c(c1-c1ccc(OC)c(OC)c1)/C(=N/O)CC(C)(C)C2,0.3,0.1,-4.3,-1.3
CC1CCC2C(=O)N(c3ccc(Oc4ccc(Br)cc4)cc3)C(=O)C2C1 (configuration not stated),0.1,0.2,1.4,8.2
COC(=O)C1=C(CN2CCSCC2)NC(=O)NC1c1cc(C)ccc1C (configuration not stated),0.0,0.4,11.9,14.4
O=C(Nc1nc2c(s1)CCC2C(=O)N1CCN(c2ccccc2)CC1)c1ccccc1 (configuration not stated),0.5,-0.8,-1.1,6.0
CC1=NN(c2ccccc2)C(C2=C(C)CCCC2(C)C)C1 (configuration not stated),0.2,-0.5,-2.5,2.4

# Whole records as entered above. Order of values: FBW7 act | GPR151 activ | TEAD-YAP block | MITF primary
# Listed for Cc1cc(=O)nc2c3ccccc3n(CC(=O)NCCN3CCCCC3C)n12 (configuration not stated) : 0.4 | 0.2 | -1.3 | 6.5
# Listed for O=C(Nc1nc2c(s1)CCC2C(=O)N1CCN(c2ccccc2)CC1)c1ccccc1 (configuration not stated) : 0.5 | -0.8 | -1.1 | 6.0
# Listed for O=C(/C=C/c1ccc(Cl)cc1)Nc1ccc(I)cc1 : 0.0 | -0.3 | -7.5 | -1.4
# Listed for COc1ccc(C(=O)Nc2nc3ccc(Cl)cc3s2)cc1OC : 0.2 | 2.3 | -13.1 | -8.6

# 7 entries picked at random from the list so far:
SMILES,FBW7 act,GPR151 activ,TEAD-YAP block,MITF primary
S=c1[nH]c2c(s1)C1c3ccccc3OCC1CS2 (configuration not stated),-0.1,-0.8,8.0,-1.1
COc1ccc(C2CC(c3ccccc3)=NN2C(=O)c2ccc(Cl)cc2)cc1 (configuration not stated),-0.1,0.8,-45.8,2.9
COC(=O)C1=C(CN2CCSCC2)NC(=O)NC1c1cc(C)ccc1C (configuration not stated),0.0,0.4,11.9,14.4
O=C(NC1CCCCC1)C1CCN(S(=O)(=O)c2cccc3nsnc23)CC1,0.0,-1.4,2.9,19.5
CC1CCc2c(sc3ncnc(NCC(=O)O)c23)C1 (configuration not stated),-0.1,-0.2,0.7,-5.2
CCOc1ccc(C2c3cccn3CCN2C(=S)Nc2ccc(F)cc2)cc1 (configuration not stated),0.1,1.1,-14.3,0.4
CC1CCC2C(=O)N(c3ccc(Oc4ccc(Br)cc4)cc3)C(=O)C2C1 (configuration not stated),0.1,0.2,1.4,8.2

# The list goes on:
SMILES,FBW7 act,GPR151 activ,TEAD-YAP block,MITF primary
Cc1cccc(C)c1NC(=O)CN1CCCCCC1,0.0,0.7,6.5,3.2
COc1cc(OC)cc(C(=O)N(c2ccc(C(C)C)cc2)C2C=CS(=O)(=O)C2)c1 (configuration not stated),0.4,0.4,10.5,6.8
O=C(c1cccc2ccccc12)N(C(=O)N1CCCCC1)c1ccccc1,-0.2,0.7,-3.1,9.9
Cc1ccccc1C(=O)N1CCCC(CCC(=O)N2CCN(c3ccccn3)CC2)C1 (configuration not stated),-0.1,3.9,5.3,9.3
CC(C)(C)NC(=O)C1CCN(S(=O)(=O)c2ccccc2C(F)(F)F)CC1,0.0,0.0,0.6,3.3
CC(C)(C)CN1CCNC(=O)C1CC(=O)NCc1cccc2ccccc12 (configuration not stated),0.1,-0.4,-6.6,0.2
Cc1ccc(CN(Cc2ccccc2)C(=S)Nc2ccccc2Cl)o1,0.0,-1.7,3.2,-4.3
CCOc1cc(C(=O)N2N=C(C(F)F)CC2(O)C(F)F)cc(OCC)c1OCC (configuration not stated),0.2,-0.6,-4.0,-3.4
CC1CCN(C(=O)CSc2nc3c(c(=O)n(C)c(=O)n3C)n2Cc2ccccc2)CC1,0.3,0.6,-2.1,8.3
CC(C)CN(CC(C)C)S(=O)(=O)c1ccc(Br)s1,0.1,-1.7,-7.5,8.7
CCCCN(CCCC)S(=O)(=O)c1ccc2[nH]c(=O)[nH]c2c1,0.1,-1.6,-1.6,1.5
COc1cccc(C(=O)N2CCN(C(=O)c3ccc(-c4ccccc4)cc3)CC2)c1OC,-0.1,-0.5,6.3,6.7
Cn1cnnc1SCc1cc(=O)oc2ccc3ccccc3c12,0.6,0.2,4.2,4.9
Cc1ccc(-c2ccc(NCCN3CCOCC3)nc2)cc1,-0.2,0.5,-6.1,7.8
COc1cc(CO)ccc1OCC(=O)NCc1ccc(Cl)cc1,-0.1,-0.2,6.8,6.2
CC(C)(C)C(=O)CSc1nc2[nH]ncc2c(=O)n1-c1ccc(Cl)cc1Cl,0.1,-0.4,-6.9,-11.2
CC(Oc1ccc(F)cc1)C(=O)Nc1cccnc1 (configuration not stated),0.0,-1.7,8.0,22.4
CCOc1ccc2[nH]c(=O)c(C(c3nnnn3C(C)(C)C)N3CCCC3)cc2c1 (configuration not stated),-0.1,0.6,9.2,3.5
O=C(CC1C(=O)NCCN1Cc1ccc(F)cc1Cl)NCc1ccncn1 (configuration not stated),0.0,0.4,8.8,10.3
Cc1c(NC(=S)SCC(=O)O)c(=O)n(-c2ccccc2)n1C,0.0,-0.3,12.8,15.0
CCCOc1ccc(C2C(=O)N(C3CCC(C)CC3)CC(=O)N2CCc2ccc(OC)c(OC)c2)cc1OC (configuration not stated),0.6,-0.7,0.7,17.0
O=C1CC(NNc2ccccc2)C(=O)N1c1ccc(N2CCOCC2)cc1 (configuration not stated),-0.2,0.4,-4.5,-2.5
CCCCc1c(O)nc(SCC(=O)O)[nH]c1=O,0.0,-1.0,-3.6,12.8
CCSC1=C(C#N)C(C)(C)C(C#N)C(=O)N1 (configuration not stated),0.1,-0.2,4.1,-6.6
CCOc1ccc(OCC)c(NC(=O)c2cc3c(CO)cnc(C)c3oc2=O)c1,-0.1,-0.3,2.6,-6.7
Fc1ccc(-c2nc(-c3ccccc3Cl)no2)cc1,0.0,0.5,-52.6,-1.6
Cc1cccc(N2CCCC2=N)c1C,-0.1,-0.5,-4.4,-2.0
Cc1ccc(N2CC(NC(=O)N3CCC(C(N)=O)CC3)CC2=O)cc1 (configuration not stated),0.0,0.7,6.9,0.5
COc1ccc(NC(=O)Nc2nnc(N3CCCCC3)s2)cc1,-0.1,3.2,-5.3,1.3
O=C(Nc1c2c(nn1-c1ccc(F)cc1)CSC2)c1c(F)cccc1F,0.2,2.0,0.3,-1.2
CN(CC(=O)Nc1ccccc1C(N)=O)S(=O)(=O)c1ccc2ccccc2c1,-0.1,1.6,12.9,-0.3
COc1ccc(Br)cc1C1=N/C(=C\c2ccc(C)cc2)C(=O)O1,-0.1,3.0,2.1,3.9
CCCCCN1C(=O)/C(=C2\SC(=O)NC2=O)c2ccccc21,0.1,-0.3,9.4,3.7
COc1cc(/C=C2\N=C(c3ccccc3Cl)OC2=O)cc(OC)c1OC,0.0,1.1,3.4,3.7
COc1cccc(C(=O)Nc2ccc(C(=O)c3ccncc3)cc2)c1,-0.2,0.1,13.3,-15.4
CCC1CCCCN1C(=O)c1c(-c2ccccc2Cl)noc1C (configuration not stated),0.2,-1.4,0.3,13.3
O=C(c1ccccc1NS(=O)(=O)c1cccc([N+](=O)[O-])c1)N1CCOCC1,0.0,4.6,12.3,-9.1
COc1ccc(/C=C(\C#N)C(=O)Nc2ccc([N+](=O)[O-])cc2Br)c(OC)c1,0.8,0.0,-7.7,-9.8
CCc1nc2ccccc2n1CC(=O)O,0.0,0.2,0.1,5.2
C=CCn1c(CNC(=O)CSc2ccccn2)nnc1SC,0.3,1.3,-10.1,-26.0
N#Cc1cc2cc3c(cc2nc1SCC(=O)NCCc1ccccc1)OCCO3,0.1,1.1,34.4*,17.6
CCCOC(=O)C1=C(C)NC(=O)NC1c1ccc2c(c1)OCO2 (configuration not stated),-0.1,-0.5,-12.2,5.5
COc1ccc(CCNc2nc(Nc3nc4ccccc4n3C)nc3c2ncn3Cc2ccc(C(F)(F)F)cc2)cc1,0.1,-1.0,-2.4,-3.5
CCN(CC)Cc1ccc(C(=O)NCc2cccc(C(F)(F)F)c2)c(=O)[nH]1,-0.1,0.4,-8.1,-9.3
COc1cccc(-c2nn(CN3CCCc4cc(OC)ccc43)c(=S)n2C)c1,0.1,0.6,-3.6,-7.1
Cn1ccnc1C1CCCCN1Cc1c(C(=O)N2CCCCCCC2)nc2sccn12 (configuration not stated),0.3,-0.6,-1.5,11.8
O=C1C2(CCC13COC(c1ccccc1)OC3)COC(c1ccccc1)OC2 (configuration not stated),0.0,0.1,-3.3,-6.8
S=C(SCc1cn2cccnc2n1)N1CCCC1,0.0,3.3,14.1,6.7
CCOc1ccccc1CN1CCN(Cc2ccc(F)c(OC)c2)CC1CCO (configuration not stated),0.1,0.3,-11.1,-14.6
O=C(COc1ccccc1)N(c1ccc(F)cc1)C1C=CS(=O)(=O)C1 (configuration not stated),-0.2,-0.3,-8.0,-1.7

# High-throughput results from PubChem.
